hIAP activ: increases human intestinal alkaline phosphatase activity. P09923. purified human IAP, CDP-Star luminescence, 30 min; stronger effect = higher value; 1 = vehicle-only enzyme, 0 = enzyme-free background. activation factor at 10 µM. actives 0.16% (n = 330,000). AID 2524;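 active = activation factor of the enzyme at least 2-fold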; also: the source names both 10 and 20 µM as test concentration; values of inactives mirror those of a sister screen read the other way
Target sequence (P09923 whole entry, looked up): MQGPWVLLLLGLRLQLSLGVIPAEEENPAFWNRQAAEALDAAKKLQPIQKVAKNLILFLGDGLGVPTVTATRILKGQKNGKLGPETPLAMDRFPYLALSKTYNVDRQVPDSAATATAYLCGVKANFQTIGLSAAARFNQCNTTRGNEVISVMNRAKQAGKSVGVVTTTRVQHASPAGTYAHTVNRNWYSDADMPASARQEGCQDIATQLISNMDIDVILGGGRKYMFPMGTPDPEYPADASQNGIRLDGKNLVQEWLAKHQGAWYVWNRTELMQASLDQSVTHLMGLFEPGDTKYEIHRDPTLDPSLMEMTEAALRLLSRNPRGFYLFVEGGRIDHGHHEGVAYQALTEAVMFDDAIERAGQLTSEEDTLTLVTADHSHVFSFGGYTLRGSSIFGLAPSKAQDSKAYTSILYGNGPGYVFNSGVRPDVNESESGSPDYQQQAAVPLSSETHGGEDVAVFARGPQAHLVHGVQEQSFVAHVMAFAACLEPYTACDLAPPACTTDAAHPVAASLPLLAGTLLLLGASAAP
ATG4B inh: ATG4B (human) cysteine protease inhibition. AID 504462. Q9Y4P1. inhibition, % at 8.33 µM. actives 0.51% (n = 340,000). ATG4B cleavage of LC3-PLA2, NBD-HPC fluorescence, 1 h; in the data active = inhibition above about 40%
mIAP activ: increases mouse intestinal alkaline phosphatase activity; activation factor at 10 µM; muIAP, CDP-Star luminescence, 30 min; stronger effect = higher value; 1 = vehicle-only enzyme signal, 0 = enzyme-free wells; AID 2805; actives 0.24% (n = 330,000);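 active = activation factor of at least 2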; also: the source names both 10 and 20 µM as test concentration; values of inactives mirror those of a sister screen read the other way
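System: mouse IAP enzyme. Reagent: CDP-Star chemiluminescent phosphatase substrate. Benchmarks: DMSO wells, no-enzyme wells. Times: 30 min enzyme-substrate-compound incubation at room temperature. Detection: luminescence from enzymatic CDP-Star hydrolysis. Doses: test compounds delivered from DMSO solution.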
hIAP inh: human IAP inhibition; P09923; purified IAP, CDP-Star luminescence, 30 min; inhibition, % at 10 µM; actives 0.12% (n = 330,000); AID 2544;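 active = inhibition reaching a set limit with compound at 10 µM in the primary screen, cut at about 35% in these data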;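 also: plate controls were DMSO wells with enzyme for no effect and no-enzyme buffer wells for full effect; values of inactives mirror those of a sister screen read the other way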
mIAP block: blocks mouse intestinal alkaline phosphatase; purified mouse IAP, CDP-Star luminescence, 30 min; inhibition, % at 10 µM; actives 0.2% (n = 330,000); AID 2806;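 active = inhibition of at least 40% at 10 µM in the primary screen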;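 also: plate controls were DMSO with enzyme for no effect and no enzyme wells for full effect; values of inactives mirror those of a sister screen read the other way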
PfGluPho inh: PfG6PD (Plasmodium falciparum) enzyme inhibition; PfGluPho enzyme, NADPH resazurin-diaphorase fluorescence; inhibition, % at 20 µM; actives 0.78% (n = 350,000);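 active = inhibition reaching at least a set limit at 20 µM in the primary screen, cut at about 59% in these data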;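 also: 0% = DMSO wells with substrate and 100% = DMSO wells lacking glucose-6-phosphate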
HKDC1 inh: inhibitors of human hexokinase HKDC1 | Q2TB90 | recombinant HKDC1, G6PDH/diaphorase resazurin coupled fluorescence | inhibition, % at 20 µM | actives 0.16% (n = 340,000) | AID 493160;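 active = inhibition above about 35% when tested at 20 µM, limit read from the data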;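 also: plate controls were DMSO wells with enzyme for no effect and DMSO wells lacking enzyme for full effect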
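test system = in-house recombinant HK5 (HKDC1) enzyme | amount = HKDC1 at 5 µg/mL | control set = DMSO-enzyme wells negative, buffer-substituted wells positive | compound = one dose of 20 µM, 1% DMSO | schedule = reaction time 90 min, room temperature, protected from light | technique = resorufin fluorescence at 613 nm | reagent = glucose with 1 mM ATP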
A3A deaminase: inhibitors of human APOBEC3A DNA deaminase | P31941 | recombinant A3A, FAM/TAMRA ssDNA deamination fluorescence | inhibition, % at 20 µM | actives 0.41% (n = 330,000) | AID 493011;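 active = at least 40% inhibition at 20 µM here, with at most 30% in a related deaminase screen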;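 also: plate controls were A3A with DMSO for no effect and wells lacking A3A enzyme for full effect; some results filed as inactive read as strong as hits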
Target sequence (P31941 whole entry, looked up): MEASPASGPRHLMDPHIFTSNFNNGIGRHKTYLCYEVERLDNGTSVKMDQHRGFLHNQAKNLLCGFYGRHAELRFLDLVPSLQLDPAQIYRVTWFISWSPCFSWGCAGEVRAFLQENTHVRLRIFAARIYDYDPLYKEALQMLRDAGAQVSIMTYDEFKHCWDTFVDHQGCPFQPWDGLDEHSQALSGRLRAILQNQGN
* = called active by the depositor; . = no result given.

SMILES	hIAP activ	ATG4B inh	mIAP activ	hIAP inh	mIAP block	PfGluPho inh	HKDC1 inh	A3A deaminase
CN(C)C(=O)c1nc2ccc(Cl)cn2c1CN1CCCC(OCc2cccnc2)C1 (stereo not given)	1.3	33	0.96	-28	4	-14	-11	-3
CCC(C)(C)n1nnnc1C(c1ccc2ncccc2c1)N1CCN(Cc2ccc3c(c2)OCO3)CC1 (stereo not given)	1	-10	1.1	-1	-10	-8	1	-7
CCOc1ccc(/C=N/n2c(C)nc3ccccc3c2=O)cc1	1.1	1	1	-7	-4	-6	4	5
CCOCCn1c(CN(C)Cc2ccccc2)nc2c1c(=O)n(C)c(=O)n2C	0.9	-10	0.95	10	5	14	-3	-5
COc1ccc(C(=O)Nc2nncs2)cc1S(=O)(=O)N1CCOCC1	1.1	-8	1.1	-6	-14	-10	1	4
CC1SCC(=NOCc2c(Cl)cccc2Cl)CS1 (stereo not given)	0.89	9	0.98	11	2	-25	-4	0
O=C(CN1C(=O)NC2(CCSC2)C1=O)N1CCN(c2ccc(F)cc2)CC1 (stereo not given)	1.1	-9	1.2	-12	-18	2	3	0
CCN1CCN(c2cc(C)c3cc(NC(=O)c4cccs4)ccc3n2)CC1	1.2	-8	1.1	-16	-8	6	-5	-3
Cn1c(CSc2ncn[nH]2)nc2ccccc21	1.3	-10	0.97	-30	3	-4	-9	-2
CN(C)CCNC(=O)c1onc(CSc2ccncc2)c1C(=O)NCCN(C)C	0.97	-8	1.1	3	-5	4	-4	3
Cc1cc(S(=O)(=O)NCC(C)C)ccc1OCC(=O)NC1CC1	1.1	-5	1.1	-9	-7	9	-2	0
CCC(=O)NC(=S)Nc1cccc(Cl)c1N1CCCC1	0.8	-3	0.84	20	16	-3	1	3
Clc1ccc(-c2noc(CSc3nnc(Cc4cccs4)n3-c3ccccc3)n2)cc1	0.9	4	0.96	10	4	-11	5	-5
Nc1nc2n(n1)C(c1cccc(Br)c1)CC(c1ccc(F)cc1)N2 (stereo not given)	0.98	1	0.91	2	9	1	6	-5
COc1ccccc1-c1nnc(NC(=O)c2ccc3c(c2)OCO3)s1	1	-8	1.1	-3	-13	10	-5	3
O=C(NCCN1CCOCC1)c1cc2sccc2n1Cc1ccc(F)cc1	1.1	-1	1.1	-8	-8	-7	-3	-4
Cc1cccc(-c2nnc(SCc3ccccc3)o2)c1	1	13	0.84	0	16	10	3	-3
CNC(=O)NC(=O)COC(=O)c1cccc(S(=O)(=O)N2CC3(C)CC2CC(C)(C)C3)c1 (stereo not given)	0.97	-4	0.95	3	4	-2	-2	1
Cc1nc(C(C)N(C)Cc2c(C(=O)N3CCCCC3)nc3c(C)cccn23)c(C)s1 (stereo not given)	0.91	21	1	9	-2	2	-9	-1
O=C(Nc1cccc2c1[nH]c1ccccc12)C(F)(F)F	1.1	-11	1.1	-15	-11	8	-2	-5
CNc1nc(OC)nc(N2CCOCC2)n1	0.96	-7	1	4	0	4	0	-2
CN1C[C@@H]2C(c3ccccc3)C3(c4ccccc4)CC2(C3)[C@H]1c1ccccc1 (stereo not given in full)	0.98	-14	0.97	2	3	3	6	-4
O=C(CSc1nnc(-c2ccccc2)n1Cc1ccccc1)N1CCCC1	1.2	-10	1.1	-18	-7	-6	-5	-6
CCN(CC(=O)Nc1c(F)cccc1F)C(=O)c1cc([N+](=O)[O-])ccc1N1CCCCC1	0.84	-2	0.87	16	13	7	-6	0
Cc1[nH]c2ccc(C(=O)OCCN(C)C)cc2c1C	0.79	4	1	21	-2	15	-4	-1

Single records, from the list above.
Shown for CCOCCn1c(CN(C)Cc2ccccc2)nc2c1c(=O)n(C)c(=O)n2C = hIAP activ: 0.9; ATG4B inh: -10; mIAP activ: 0.95; hIAP inh: 10; mIAP block: 5; PfGluPho inh: 14; HKDC1 inh: -3; A3A deaminase: -5
Shown for CN(C)C(=O)c1nc2ccc(Cl)cn2c1CN1CCCC(OCc2cccnc2)C1 (stereo not given) = hIAP activ: 1.3; ATG4B inh: 33; mIAP activ: 0.96; hIAP inh: -28; mIAP block: 4; PfGluPho inh: -14; HKDC1 inh: -11; A3A deaminase: -3

More compounds.
SMILES	hIAP activ	ATG4B inh	mIAP activ	hIAP inh	mIAP block	PfGluPho inh	HKDC1 inh	A3A deaminase
O=C(CSc1ncnc2c1cnn2-c1ccccc1)NCC1CCCO1 (stereo not given)	1.2	-5	0.97	-19	3	12	-3	-10
CCCNC(=O)N1C2=NC(C(=O)OC)=C(C(=O)OC)[C@@H]3N(Cc4ccccc4)c4ccccc4[C@]23C[C@H]1CO	0.89	-1	0.91	11	9	-6	6	-2
CC(C)c1ccc(SCc2noc(C(=O)NCC3CCCO3)c2C(=O)O)cc1 (stereo not given)	1.1	-5	1.1	-11	-15	-20	-2	3
COc1cccc(NC(=O)c2ccc3c(O)c(S(=O)(=O)c4ccccc4)c(=O)[nH]c3c2)c1	1.1	-1	0.98	-12	2	-8	-2	0
COC(=O)C[C@H]1c2cc(C(F)(F)F)ccc2S(=O)(=O)N1c1ccc(N(C)C)cc1	0.84	0	0.94	16	6	22	3	-3
Cc1ccccc1-n1c(SCc2ccccn2)nc2n[nH]c(C)c2c1=N	1	-13	1.1	-2	-13	35	-2	-1
CCOC(=O)CSc1nc(CC)nc2ccccc12	0.93	-9	0.98	7	2	2	-7	2
CC(NCC(=O)NCCc1ccc(S(N)(=O)=O)cc1)c1ccc(F)cc1 (stereo not given)	1	7	1.1	-4	-11	-5	0	-1
O=C(O)c1cn(Cc2cccnc2)c(=O)c2ccccc12	0.98	.	0.95	2	5	.	.	-1
O=C(CSc1cn[nH]n1)Nc1ccc(O)c(C(=O)O)c1	0.95	-14	0.91	5	9	15	-3	2
CCN(CC(=O)Nc1ccccc1C(F)(F)F)C(=O)CCS(=O)(=O)c1ccc(Cl)cc1	1.1	0	1	-5	-2	-1	-2	0
CCn1c(=O)c(C(=O)NNC(=O)c2ccc(Cl)cc2Cl)c(O)c2ccccc21	1.5	-2	0.84	-49	16	-16	-2	-2
CCOc1ncccc1C(=O)Nc1ccc2c(C)cc(=O)oc2c1	1.2	-6	1	-24	0	-6	0	1
COc1ccc(NC(=S)N(Cc2cccnc2)Cc2cc3cc(OC)c(OC)cc3[nH]c2=O)cc1	1.1	-18	0.95	-11	5	2	-5	0
CCN(CC)C(=O)c1[nH]cnc1C(=O)NCc1ccccc1	1.2	8	1	-23	-5	4	-6	-4
CC(=O)c1ccc(N(C)C)c2c(N(C)C)cccc12	0.88	1	0.82	12	18	23	13	-2
CCC(C)C(NC(C)=O)C(=O)NC(=O)NC(c1ccccc1)c1ccccc1 (stereo not given)	0.81	-6	1.1	18	-8	-1	-11	1
CCC(=O)Nc1ccc(Oc2ccc(NC(=O)CC)c(NC(=O)CC)c2)cc1	0.93	1	1	7	-2	5	-8	-1
O=C(N/N=C/c1ccc([N+](=O)[O-])o1)c1ccncc1	1.1	7	0.57	-14	43*	9	-2	0
O=C(COC(=O)c1ccccc1C(=O)c1ccc(Cl)cc1)NC(c1ccccc1)c1ccccc1	0.95	-1	0.81	5	19	-3	0	-4
COc1cccc(N(C(=O)c2ccco2)C(C(=O)NC2CCCC2)c2ccc(N3CCOCC3)cc2)c1 (stereo not given)	1.1	-4	1.1	-8	-10	4	2	-4
O=Cc1ccc(-n2nncc2-c2ccc([N+](=O)[O-])cc2)cc1	1	11	0.93	0	7	4	15	-3
CN(C[C@@H](Cc1cccc2ccccc12)N(C[C@H](Cc1ccccc1)N(CCc1ccccc1)N=O)N=O)N=O	0.91	-4	0.98	9	2	2	3	-4
Nc1cc(N2CCCC2)c(Cl)cc1[N+](=O)[O-]	0.8	5	0.86	20	14	7	3	-2
CCCCn1c(O)c(C=NCCCN(C)C)c(=O)[nH]c1=O	1	4	0.91	-2	9	-14	-1	-2

Next part, overlapping the part above by 2 compounds.
SMILES	hIAP activ	ATG4B inh	mIAP activ	hIAP inh	mIAP block	PfGluPho inh	HKDC1 inh	A3A deaminase
Nc1cc(N2CCCC2)c(Cl)cc1[N+](=O)[O-]	0.8	5	0.86	20	14	7	3	-2
CCCCn1c(O)c(C=NCCCN(C)C)c(=O)[nH]c1=O	1	4	0.91	-2	9	-14	-1	-2
Cc1ccc(-c2cc(N)n3nc(-c4ccc(C)cc4)cc3n2)cc1	1	7	1	-5	-3	9	-5	0
CCOc1ccc(CCNC(=O)c2ccccc2OCc2c(C)noc2C)cc1OCC	0.96	-5	0.96	4	4	-2	-2	0
COc1cc(NC(=O)c2cnn3c(C(F)F)cc(C4CC4)nc23)c(OC)cc1Cl	0.9	-2	1	10	0	11	3	-12
Cc1[nH]c2ccccc2c1/C=N\NC(=O)CNc1ccc2c(c1)OCO2	0.85	-8	0.83	15	17	40	0	0
COc1ccccc1Nc1nc(N)nc(CN2CCCCCC2)n1	1.1	-3	0.93	-14	7	19	8	-4
O=C(NCc1ccccc1)C1CCCN1S(=O)(=O)c1cccc2cccnc12 (stereo not given)	1	-11	1	-1	-4	2	-9	-3
COc1cc(CN2CCCCCC2)cc([N+](=O)[O-])c1O	1.1	1	1.1	-10	-10	5	-2	-5
CC1CCc2c(C(=O)Oc3cccc(-n4cnnn4)c3)csc2C1 (stereo not given)	1	-11	0.95	-1	5	28	1	1
COc1ccc(C2(C(=O)NCCCN3CCOCC3)CCOCC2)cc1	1.1	0	0.99	-11	1	-21	-9	-3
Cc1cccc(Oc2cnn(C(C)(C)C)c(=O)c2Cl)c1	0.98	5	0.9	2	10	-11	-3	-1
C[C@H](CO)N1C[C@H](C)[C@@H](CN(C)S(=O)(=O)c2cn(C)cn2)Oc2c(NC(=O)Nc3ccc4c(c3)OCO4)cccc2C1=O	1	-6	1.1	-4	-8	5	5	-3
Cc1ccc2nc(N(CCN(C)C)C(=O)C3=COCCO3)sc2c1	1.1	-6	0.99	-10	1	14	-4	-4
CCC(NC(=O)NCc1ccccc1)(C(F)(F)F)C(F)(F)F	0.96	18	1.2	4	-18	-10	-11	-1
O=C(Nc1cc([N+](=O)[O-])ccc1O)c1cccc([N+](=O)[O-])c1	1.1	1	0.98	-9	2	36	9	-7
CCOC(=O)c1c(NC(=O)CCl)sc(C(=O)N(CC)CC)c1C	1.1	-12	0.95	-7	5	23	5	0
O=C(CSc1nnc(CNC(=O)c2ccco2)o1)Nc1cccc(Cl)c1	0.95	-3	0.91	5	9	14	5	-1
CN(C)CCCN(C(=O)c1cc(Cl)sc1Cl)c1nc2cc3c(cc2s1)OCO3	1.1	-6	0.91	-13	9	9	2	-2
COC(=O)c1nnn(-c2nonc2N)c1CN1CCCC1	1.1	-8	0.94	-14	6	1	2	-2
O=C(Cc1cccs1)N1CCC(c2nc3c(nnn3Cc3ccc(F)cc3)c(=O)[nH]2)CC1	1.1	-13	0.95	-14	5	-9	-3	-6
Cc1ccnc2nc(C(=O)OCC(=O)NCc3cccc(Cl)c3)nn12	1.2	-21	1	-15	-5	-2	7	0
N#CC1=C(N)Oc2cc(N)ccc2C1c1ccccc1Cl (stereo not given)	1	0	1.2	0	-16	-3	5	-2
CC1CCN(C(=O)c2ccc(N3CCOCC3)c([N+](=O)[O-])c2)CC1	0.95	-1	1.1	5	-7	-7	-2	3
NC(=O)CC(NC(=O)c1ccccc1)c1ccc(NC2CCN(Cc3ccccc3)CC2)c([N+](=O)[O-])c1 (stereo not given)	0.91	-1	0.99	9	1	6	-5	-2
CCC(CC)c1nnc(NC(=O)c2cccnc2SC)s1	1.2	7	1.1	-20	-10	-18	1	-4
O=C(CCCOc1ccc(Cl)cc1)N1CCCCCC1	0.81	-11	0.98	19	2	7	2	2
COc1ccccc1C(=O)NCCC(=O)NCc1cccnc1	0.8	-3	1.1	20	-6	8	-5	-1

Source: PubChem (Sanford-Burnham Center for Chemical Genomics)
